# TRPML3 agonist = human mucolipin-3 channel agonism; Q8TDD5; HEK293 TRPML3-YFP, Fluo-8 calcium fluorescence; 100% = the carbachol control signal; activation, % at 3 µM; hit rate 0.29% among 220,000; AID 1448;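 active = activation above its plate's cutoff, the mean activation of the plate's test wells plus 3 SD, cut at about 12% in these data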;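 note: 0% = DMSO only wells and 100% = carbachol wells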
#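 system = HEK293 cells stably carrying human TRPML3-YFP | doses = one concentration, 3 µM nominal, 0.3% DMSO | timing = dye loading 1 h 37 °C then 30 min ambient, 125 s read | detection = Fluo-8 calcium dye fluorescence, ex 470-495, em 515-575 nm | benchmarks = high control carbachol 87 µM, low control DMSO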
# TRPN1 ag = activates the zebrafish TRPN1 channel. HEK293 zebrafish TRPN1-YFP, Fluo-8 calcium fluorescence; 100% = response to 87 µM carbachol. activation, % at 3 µM. hit rate 0.18% among 220,000;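 active = activation above its plate's cutoff, the mean activation of test wells on that plate plus 3 SD, cut at about 19% in these data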;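 note: 0% = DMSO alone and 100% = 87 µM carbachol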
#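 Material – zebrafish TRPN1-YFP in HEK293 cells · Doses – 3 µM single point · Schedule – dye 1 h 37 °C plus 30 min RT · Signal – Fluo-8 calcium fluorescence, excitation 470-495 nm, emission 515-575 nm · Read-out – % activation versus carbachol response · Control set – carbachol high, DMSO low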
# Runt-SMMHC FRET = inhibitors of human RUNX1 Runt domain binding to CBFb-SMMHC. hit rate 0.74% among 220,000. Q01196+Q13951. AID 1434. inhibition, % at 20 µM. Cerulean-Runt/Venus-CBFb-SMMHC FRET ratio 530/480, 1 h;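 active = mean inhibition across duplicate retests at 20 µM reaching about 50%, limit read from the data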;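 note: 0% = DMSO wells and 100% = wells with excess untagged CBFb-SMMHC; inhibitors lower the FRET ratio by blocking Runt binding to CBFb-SMMHC; some results filed as inactive read as strong as hits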
# EBV gp42 inh = EBV gp42 inhibition. Q1HVG2. Fluorescence polarization binding assay, mP read-out. inhibition, % (tested at 21.74 µM). hit rate 0.42% among 220,000. AID 1085; in the data active = inhibition above about 50%
# CHOP inhibitor = inhibitors of CHOP induction in ER stress response; inhibition, % at 10 µM; CHO-K1 CHOP-promoter luciferase, tunicamycin-induced, 15-18 h; AID 2732; hit rate 3.8% among 220,000;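 active = compounds that reduced the stress-induced luciferase reporter signal by more than about 70% of percent inhibition, limit read from the data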;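 note: 0% = tunicamycin plus vehicle and 100% = wells without tunicamycin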
# MDM2 E3 inh = Mdm2 E3 ligase (human) inhibition; Q00987; cell-based MDM2 ubiquitination luciferase reporter, 2 h; 0 = plate control, 100 = twice control, blank-subtracted; signal enhancement, % at 5 µM; hit rate 0.11% among 210,000; AID 1230;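 active = signal enhancement of 30% or more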;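 note: luminescence tracks abundance of the self-degrading MDM2-luciferase fusion protein; higher signal means inhibition of MDM2 E3 ligase activity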
#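 Timing – 2 h compound exposure at 37 °C · Assay system – mammalian cells stably expressing self-ubiquitinating, self-degrading MDM2 E3–luciferase fusion · Amount – 2000 cells seeded into each well · Measure – % luminescence enhancement versus blank-corrected plate control mean · Measured by – SteadyLite luminescence, 15 min reagent step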
# PPC-1+TRAIL kill = compounds killing PPC-1 cancer cells with TRAIL present (potentiator screen, no TRAIL-free arm); PPC-1 cells + TRAIL, ATPLite viability luminescence; cell killing (% activity), % at 4 µM; hit rate 0.41% among 220,000;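 active = cell killing above 50% in the first pass at 4 µM, then a duplicate retest at 5 µM averaging 50% or more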;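 note: plate controls were cells with TRAIL plus DMSO for no effect and medium-only wells lacking cells for full effect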
# TNF necrop inh = blocks TNF-alpha induced death of Jurkat FADD-/- cells; Jurkat FADD-/- TNF necroptosis rescue, ATP luminescence, 24 h; 0 = TNF only, 100 = no-TNF cells; activation (protection from cell death), % at 10 µM; hit rate 0.068% among 220,000;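 active = activation, meaning protection from cell death, of at least 50% relative to plate controls; inactive = activation below 50%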;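 note: necroptosis triggered by 40 ng/mL TNF-alpha added together with compound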
# p47phox inh = blocks human p47phox regulatory protein of NADPH oxidases | AID 1274 | p47phox/p22phox peptide binding, fluorescence polarization, 2 h | inhibition, % at 24.7 µM | hit rate 0.53% among 220,000;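 active = inhibition above about 30%, limit read from the data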;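 note: 0% = p47phox with labelled peptide and 100% = labelled peptide alone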
# Target sequence (P14598 whole entry, looked up): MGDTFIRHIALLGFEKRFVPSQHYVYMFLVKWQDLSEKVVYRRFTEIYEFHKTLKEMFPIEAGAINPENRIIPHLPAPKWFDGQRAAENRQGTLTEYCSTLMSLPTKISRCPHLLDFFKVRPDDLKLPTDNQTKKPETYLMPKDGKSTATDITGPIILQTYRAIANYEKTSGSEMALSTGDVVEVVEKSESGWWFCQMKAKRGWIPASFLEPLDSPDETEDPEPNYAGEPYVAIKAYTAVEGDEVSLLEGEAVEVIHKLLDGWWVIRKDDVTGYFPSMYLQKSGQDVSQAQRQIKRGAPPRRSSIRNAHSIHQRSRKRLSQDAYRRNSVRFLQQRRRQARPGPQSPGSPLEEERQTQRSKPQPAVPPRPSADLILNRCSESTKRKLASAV
# * = called active by the depositor; . = no result given; & = joins results of further samples. A portion of the library; the hit share may differ from the screen's.
SMILES,TRPML3 agonist,TRPN1 ag,Runt-SMMHC FRET,EBV gp42 inh,CHOP inhibitor,MDM2 E3 inh,PPC-1+TRAIL kill,TNF necrop inh,p47phox inh
NS(=O)(=O)c1cc2c(cc1C(F)(F)F)NC(Cc1ccccc1)NS2(=O)=O (stereo not drawn),0.6,-0.1,0,-7,11,.,-2,-1.6,-7
c1ccc2c(CC3=NCCN3)cccc2c1,0.5,0.0,2,-8,13,.,29,4.4,3
COc1ccc(CN(CCN(C)C)c2ccccn2)cc1,0.5,1.2,-1,-10,7&-33,.,-8,1.9,-1
O=C1NCC2(CCN(CCc3ccccc3)CC2)O1,.,.,1,-6,8&-7,-2,-10,0.3,-18
CC(=O)[C@H]1CC[C@H]2[C@@H]3C[C@H](C)C4=CC(=O)CC[C@]4(C)[C@H]3[C@@H](O)C[C@]12C,0.8,0.5,-1,-12,41,.,-2,-0.8,1
C[C@]12CC[C@H]3[C@@H](CCC4=CC(=O)CC[C@@]43C)[C@@H]1CC[C@@H]2C(=O)CO,0.9,1.1,7,2,23,.,43,-2.0,2
COc1ccccc1OCC(O)COC(N)=O (stereo not drawn),1.0,-0.3,3,2,15,.,7,1.6,-9
CCCn1ncc(CN2CCCC(C(=O)c3cccc(OC(C)C)c3)C2)c1C (stereo not drawn),-0.3,-0.6,-6,-19,7,-23,5,2.7,-16
COc1cc2nc(N3CCN(C(=O)C4COc5ccccc5O4)CC3)nc(N)c2cc1OC (stereo not drawn),0.9,0.3,1,-1,23&-1,.,16,-2.7,-7
CN1CCC(=C2c3ccccc3CCc3sccc32)CC1,1.7,1.6,-2,-7,5,.,18,.,-21
O=C1N(c2ccccc2)c2ccccc2C1(Cc1ccncc1)Cc1ccncc1,0.7,1.4,0,-4,14&22,.,11,.,-5
CCOc1ccc(S(=O)(=O)N2CCCCCC2)c2ccccc12,101*,-1.6,-5,-18,71*,-4,18,-0.6,-11
C[C@H](CCC(=O)O)[C@H]1CC[C@H]2[C@@H]3[C@@H](O)C[C@@H]4C[C@H](O)CC[C@]4(C)[C@H]3CC[C@]12C,1.2,1.0,1,-23,2,-17,18,0.0,-3
Cc1coc2c1C(=O)C(=O)c1c-2ccc2c1CCCC2(C)C,1.0,-0.6,-4,-10,16,1,-3,-4.0,-2
Cc1cc(C)nc(/N=C(\N)Nc2ccc(S(N)(=O)=O)cc2)n1,1.0,0.8,-1,-24,-1,-11,18,2.1,-15
CN(C)CCCN1c2ccccc2Sc2ccccc21,1.5,1.5,3,-3,4&-18,.,19,-2.2,-1
Nc1cc(-c2ccncc2)c[nH]c1=O,0.3,-0.3,28,-3,33,.,11,-0.3,0
CC1=NN(c2ccccc2)C(=O)C1,1.0,0.6,1,-13,36,.,-7,-0.9,-10
Cc1nnc(NS(=O)(=O)c2ccc(N)cc2)s1,0.9,0.7,1,-5,14,.,3,0.7,-8
CC(C)Cn1cnc2c1c(=O)n(C)c(=O)n2C,0.7,1.5,-1,-8,29,4,8,-0.1,-4

# Entries listed so far that have sulfur:
SMILES,TRPML3 agonist,TRPN1 ag,Runt-SMMHC FRET,EBV gp42 inh,CHOP inhibitor,MDM2 E3 inh,PPC-1+TRAIL kill,TNF necrop inh,p47phox inh
NS(=O)(=O)c1cc2c(cc1C(F)(F)F)NC(Cc1ccccc1)NS2(=O)=O (stereo not drawn),0.6,-0.1,0,-7,11,.,-2,-1.6,-7
CN1CCC(=C2c3ccccc3CCc3sccc32)CC1,1.7,1.6,-2,-7,5,.,18,.,-21
CCOc1ccc(S(=O)(=O)N2CCCCCC2)c2ccccc12,101*,-1.6,-5,-18,71*,-4,18,-0.6,-11
Cc1cc(C)nc(/N=C(\N)Nc2ccc(S(N)(=O)=O)cc2)n1,1.0,0.8,-1,-24,-1,-11,18,2.1,-15
CN(C)CCCN1c2ccccc2Sc2ccccc21,1.5,1.5,3,-3,4&-18,.,19,-2.2,-1
Cc1nnc(NS(=O)(=O)c2ccc(N)cc2)s1,0.9,0.7,1,-5,14,.,3,0.7,-8

# Compound activity from PubChem BioAssay.
